Source: PubChem
VEEV TC-83 Vero = inhibitors of VEEV TC-83 cytopathic effect, confirmation, Vero cells (AID 588727) | Vero cells, VEEV TC-83 cytopathic effect inhibition; higher % means a stronger effect | inhibition, % at 20 µM; hits with a dose series show IC50 in µM | actives 0.13% (n = 350,000); in the data active = a potency from the dose series; inconclusive = inhibition mostly from about 14% at the one dose, without a potency; inactive = the rest, 99 in 100 with inhibition below about 12%; also: strong numbers were not always called active
tuberculosis growth = growth inhibition of non-replicating M. tuberculosis (AID 488890) | actives 0.39% (n = 320,000) | Mycobacterium tuberculosis non-replicating, growth inhibition; higher % means a stronger effect | one-dose inhibition, % at 25 µM; IC50 in µM for titrated hits; in the data active = a potency from the dose series; inconclusive = inhibition mostly from about 82% at the one dose, without a potency; inactive = the rest, 99 in 100 with inhibition below about 76%;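 also: plate controls were DMSO cells for no effect and high antibiotic wells for full effect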
H1N1 NS1A inhibition = NS1A inhibition, H1N1 influenza, cell based functional assay (AID 504329) | actives 0.3% (n = 340,000) | NS1A functional cell-based assay, percent inhibition; higher % means a stronger effect | one-dose inhibition, % at 12.5 µM; IC50 in µM for titrated hits; in the data active = a potency from the dose series; inconclusive = inhibition above about 27% without an active follow-up result; also: strong numbers were not always called active
Salmonella PhoP GFP = Inhibition of PhoP regulon, Salmonella typhi GFP reporter cells, confirmation, 4 h (AID 1850); Salmonella Typhi PhoP-promoter GFP reporter, fluorescence, 4 h; higher % means a stronger effect; one-dose inhibition, % at 50 µM; IC50 in µM for titrated hits; actives 0.33% (n = 310,000); in the data active = a potency from the dose series; inconclusive = inhibition mostly from about 25% at the one dose, without a potency; inactive = the rest, 99 in 100 with inhibition below about 19%;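 also: 0% = induced wells with vehicle and 100% = uninduced wells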
M. tuberculosis HTS = M. tuberculosis growth inhibition, HTS (AID 449762); M. tuberculosis H37Rv growth inhibition, 7H9 media; higher % means a stronger effect; one-dose inhibition, % at 25 µM; IC50 in µM for titrated hits; actives 0.59% (n = 330,000); in the data active = a potency from the dose series; inconclusive = inhibition above about 70% without an active follow-up result;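 also: bacterial growth assessed after seven days of incubation; strong numbers were not always called active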
VEEV TC-83 Vero 10K pilot screen = further read-out of VEEV TC-83 Vero, marked with its call; inhibition, %; measured here: 10K pilot screen inhibition
The depositor's hits bear a star; i = inactive; ? = inconclusive; · = no result given.

SMILES	VEEV TC-83 Vero	tuberculosis growth	H1N1 NS1A inhibition	Salmonella PhoP GFP	M. tuberculosis HTS	others
O=C(O)c1cc(=O)c2c(OCC(O)COc3cccc4oc(C(=O)O)cc(=O)c34)cccc2o1	0.1%	·	-6%	-2%	·
O=C(c1cccc(NS(=O)(=O)c2ccc(Br)cc2)c1)N1CCN(c2ccccc2O)CC1	7.7%	·	3%	·	·
O=[N+]([O-])c1cc([N+](=O)[O-])c(Oc2c(F)ccc(F)c2F)cc1NN1CCCCC1	0.0%	14%	7%	-19%	8%
COC(=O)c1ccc(NC(=O)Cn2c([N+](=O)[O-])cnc2C)cc1	2.0%	-5%	-4%	11%	10%
Cc1ccn(C(=O)c2ccc(NC(=O)C3CC3)cc2)n1	i	14%	-6%	2%	6%
CCOC(=O)c1cnc2c(C)c(Cl)ccc2c1Nc1ccc(S(=O)(=O)Nc2ncccn2)cc1	·	-9%	·	1%	-3%
O=S1(=O)CC(N2CCCCC2)C(N2CCCCC2)C1 (stereo not given)	2.0%	0%	3%	0%	-3%
CCC(=O)Nc1ccccc1	i	-5%	-3%	5%	-3%
Cc1nn(C)c(C)c1S(=O)(=O)N(CC(=O)N1CCc2ccccc21)c1ccc(C(C)C)cc1	1.2%	-27%	12%	-7%	-11%
COc1cccc(C(=O)N2CCC(C(=O)NCc3ccco3)CC2)c1	0.9%	-15%	-8%	4%	-2%
COC(=O)CC(=O)CSc1nc2c(cc1C#N)CCC2	i	0%	1%	4%	14%
CCCC(=O)Nc1ccc(C(=O)N/N=C/c2ccc[nH]2)cc1	0.2%	-18%	1%	1%	-11%
Cc1ccc(SCC(=O)NNC(=O)CNC(=O)c2ccccc2F)cc1	1.4%	-7%	-1%	·	1%
CC(C)C[C@H](NC(=O)c1nc[nH]c1C(=O)NCCCCCNC(=O)OC(C)(C)C)C(=O)OC(C)(C)C	2.3%	49%	2%	7%	-2%
CCn1c(=O)c(C(=O)Nc2ccccc2F)c(O)c2ccccc21	1.2%	4%	-8%	2%	0%
CC(=O)N(C(C)=O)c1c(C#N)c(C)n(-c2ccccc2)c1C(=O)c1ccccc1	1.5%	5%	-8%	5%	0%
O=C(O)CCc1ncc(C(F)(F)F)cc1Cl	i	-1%	-3%	-9%	-4%
O=C(NNC(=O)c1ccccc1O)c1ccc(Br)cc1	2.8%	-20%	-5%	6%	5%
O=C1N[C@H](Cc2ccccc2)COC(=O)[C@H](Cc2ccc(F)cc2)CC/C=C/C[C@@H]1CC(=O)N(CCO)Cc1ccccc1	3.4%	74%	0%	·	14%
Cc1cc(-c2ccccc2)nc(Oc2ccc(C(C)(C)C)cc2)c1S(C)(=O)=O	3.5%	25%	-25%	-6%	3%
COc1ccc(C(C)=O)cc1COC(=O)c1ccc2ccccc2n1	0.5%	4.4µM*	-4%	5%	28µM*
O=C(NCc1ccccc1Cl)C1CCN(S(=O)(=O)c2cccc3nonc23)CC1	3.7%	2%	5%	-11%	-7%
CCC(C)NC(=O)N[C@@H](CCSC)C(=O)OC (stereo not given in full)	i	4%	-7%	-13%	-1%
C=CCN1C(=O)NC2(CCCCC2)C1=O	4.3%	-12%	2%	-8%	-9%
Cc1ccccc1Nc1c(-c2ccc(N3CCOCC3)cc2)nc2cnccn12	2.2%	-10%	-15%	-7%	-4%
NS(=O)(=O)c1ccc(NC(=O)CSC2CCCCC2)cc1	4.0%	11%	3%	-14%	-7%
CCS(=O)(=O)N1Cc2ccccc2CC1C(=O)Nc1nnc(SCc2ccc(C#N)cc2)s1 (stereo not given)	1.5%	7%	8%	-4%	-13%
Cc1cc(N2C(=O)C3C4CCC(C4)C3C2=O)no1 (stereo not given)	i	-6%	-15%	-11%	-4%
COc1ccc(NC(=O)CC2C(=O)N(c3ccc(OC)cc3)C(=O)N2CCc2cccs2)cc1 (stereo not given)	2.1%	2%	-3%	-4%	6%
N#Cc1c(Sc2ncc(C(F)(F)F)cc2Cl)nsc1C/C=N\OCc1c(F)cccc1Cl	7.0%	47%	13%	-10%	2%
CCOC(=O)CCC(NC(=O)c1ccc(NCN2C(=O)c3ccccc3C2=O)cc1)C(=O)OCC (stereo not given)	0.3%	2%	-3%	10%	0%
Cc1cccc(C)c1NC(=O)CSc1nnc(-c2ccccc2)n1Cc1ccc2c(c1)OCO2	6.3%	19%	-2%	7%	-6%
O=C(Sc1ccc(Cl)cc1)c1ccccn1	1.9%	?	1%	-3%	4%
Cc1ccsc1/C=N/NC(=O)CNC(=O)c1ccc(S(=O)(=O)N2CCOCC2)cc1	0.9%	-3%	-9%	-11%	2%
CS(=O)(=O)N1CCC(C(=O)Nc2ccc(OCc3ccccc3)cc2)CC1	i	1%	-2%	-1%	-8%
Cc1cc(C)c(-c2c(N)cc(Br)cc2Br)c(N)c1	1.3%	·	9%	·	·
CCOC(=O)CC1CCCCN1Cc1cn[nH]c1-c1ccc(F)cc1F (stereo not given)	i	10%	-5%	-1%	-7%
CO/N=C/C(C#N)=C/c1cc(C(=O)c2ccccc2)cn1C	0.9%	-4%	4%	-2%	-3%	VEEV TC-83 Vero 10K pilot screen=1.1
CC(C)c1ccccc1NC(=S)NCC1(N(C)C)CCCCC1	1.6%	3%	-6%	-11%	3%
C#CCNC(=O)C1=C[C@H](c2ccc3c(c2)OCO3)C[C@H](OCc2ccc(CO)cc2)O1	i	22%	-8%	-13%	7%
CCN(C(=O)c1cccc(Br)c1)C1CCS(=O)(=O)C1 (stereo not given)	0.8%	0%	-2%	-3%	-6%
Fc1ccc(N=c2ssnc2Cl)c(F)c1	0.9%	-10%	5%	1%	43%
COc1ccc(CNC(=O)CN(Cc2ccc(C)cc2)C(=O)c2csnn2)cc1	1.0%	10%	11%	10%	-4%
Cc1ccc(/C=N/NC(=O)CSc2nc3ccccc3o2)cc1	1.1%	49%	-1%	7%	-7%
CCOC(=O)C1CCCN(C(=O)c2ccccc2NS(=O)(=O)c2ccc(F)cc2)C1 (stereo not given)	1.9%	3%	-6%	·	-4%
Nc1ncnc2c1cnn2C1CC(O)C(CO)O1 (stereo not given)	1.7%	·	-1%	·	·
O=C(COC(=O)c1cc2ccccc2cc1O)NC1CCCCC1	1.9%	75%	-8%	·	?
CC1CC1C(=O)OCC(=O)Nc1ccc(Cl)cn1 (stereo not given)	2.0%	23%	1%	·	0%
O=C(COCc1nc2ccccc2c(=O)[nH]1)NC1CCCC1	0.6%	8%	15%	-7%	5%
Cc1c(C(=O)NCCCN2CCOCC2)sc2nc(-c3ccccc3)cn12	·	-2%	·	8%	1%
Cc1nnc(SCC(=O)c2cc(C)n(-c3ccc4c(c3)OCO4)c2C)s1	0.5%	38%	-10%	-2%	14%
C=CCSC1=C(C#N)C(c2ccccc2Cl)C(C(=O)c2cccs2)C(O)(C(F)(F)F)N1 (stereo not given)	1.7%	68%	-1%	-3%	4%
Cc1c(Br)c(C(F)(F)F)nn1CC(=O)NCC1CCCO1 (stereo not given)	i	-7%	2%	-1%	1%
CCCc1ccc(S(=O)(=O)NCc2nnc(SC)n2C)cc1	0.9%	1%	-1%	3%	2%
O=S(=O)(Nc1nc(SCc2ccc(Cl)cc2)n[nH]1)c1ccccc1	3.5%	-1%	·	-5%	2%
CCN1CCN(C(c2cccs2)C(C)NC(=O)c2ccccc2OC)CC1 (stereo not given)	0.7%	44%	13%	10%	-8%
O=C1OC(c2cc(Br)c(O)c(Br)c2)c2ccccc21 (stereo not given)	i	·	-2%	·	·
CN1CCN(CC(=O)NN(Cc2ccccc2)c2ccccc2)CC1	i	22%	-18%	0%	0%
COc1ccccc1C(=O)NC(=O)COC(=O)Cc1n[nH]c(=O)c2ccccc12	0.1%	16%	5%	-7%	-3%
CN(C)CCSc1nc(-c2ccccc2)nc2c1CCCC2	i	44%	·	-6%	9%
(continued)
SMILES	VEEV TC-83 Vero	tuberculosis growth	H1N1 NS1A inhibition	Salmonella PhoP GFP	M. tuberculosis HTS	others
O=C(CNCc1ccco1)Nc1cc(S(=O)(=O)N2CCOCC2)ccc1N1CCOCC1	1.1%	1%	3%	·	-6%
COc1ccc(C(=O)Nc2nc3ccccc3s2)cc1OC	9.4%	0%	-10%	6%	-2%
CC(C)C1C(=O)NC(=S)N1S(=O)(=O)c1ccc(C(C)(C)C)cc1 (stereo not given)	4.8%	54%	0%	0%	-5%
COc1ccc2[nH]c(C(=O)N/N=C/c3ccc(OC)c(O)c3)cc2c1	i	5%	20%	1%	-2%
CCC(O)c1cc2c(cc1NC(=O)c1cccs1)OCCO2 (stereo not given)	i	9%	1%	4%	-5%
COCCCNC(=S)Nc1cccc(S(=O)(=O)NC2=NCCC2)c1	0.7%	19%	-7%	-7%	-4%
COc1ccc(OC)c(NC=C2C(=O)OC3(CCCCC3)OC2=O)c1	0.7%	7%	-6%	-3%	1%
COc1ccccc1C1/C(=C(/O)c2ccccc2)C(=O)C(=O)N1CCO (stereo not given)	2.5%	3%	-10%	5%	5%
CC(C)OC(=O)CSc1nc(-c2ccc(F)cc2)nc2ccc(F)cc12	i	0%	20%	-16%	-1%
CC(NC(=O)c1ccccc1NC(=O)c1ccccc1)C(=O)N1CCOCC1 (stereo not given)	1.2%	3%	-4%	-3%	-7%
Cc1cc(C)c(S(=O)(=O)N2CCN=C2c2ccccc2)c(C)c1	0.3%	16%	-1%	-11%	-1%
Fc1ccc(N2CCN(c3ccc4c(C(F)(F)F)cc(C(F)(F)F)nc4n3)CC2)cc1	i	60%	4%	5%	5%

Sorted by heavy-atom count (rising): part of the list above
SMILES	VEEV TC-83 Vero	tuberculosis growth	H1N1 NS1A inhibition	Salmonella PhoP GFP	M. tuberculosis HTS	others
CC(C)c1ccccc1NC(=S)NCC1(N(C)C)CCCCC1	1.6%	3%	-6%	-11%	3%
COc1ccccc1C1/C(=C(/O)c2ccccc2)C(=O)C(=O)N1CCO (stereo not given)	2.5%	3%	-10%	5%	5%
COc1ccc(CNC(=O)CN(Cc2ccc(C)cc2)C(=O)c2csnn2)cc1	1.0%	10%	11%	10%	-4%

Reprinted at random: five entries already listed.
SMILES	VEEV TC-83 Vero	tuberculosis growth	H1N1 NS1A inhibition	Salmonella PhoP GFP	M. tuberculosis HTS	others
COc1ccc2[nH]c(C(=O)N/N=C/c3ccc(OC)c(O)c3)cc2c1	i	5%	20%	1%	-2%
O=C(O)CCc1ncc(C(F)(F)F)cc1Cl	i	-1%	-3%	-9%	-4%
CCC(C)NC(=O)N[C@@H](CCSC)C(=O)OC (stereo not given in full)	i	4%	-7%	-13%	-1%
Cc1c(Br)c(C(F)(F)F)nn1CC(=O)NCC1CCCO1 (stereo not given)	i	-7%	2%	-1%	1%
O=C(O)c1cc(=O)c2c(OCC(O)COc3cccc4oc(C(=O)O)cc(=O)c34)cccc2o1	0.1%	·	-6%	-2%	·

Continued:
SMILES	VEEV TC-83 Vero	tuberculosis growth	H1N1 NS1A inhibition	Salmonella PhoP GFP	M. tuberculosis HTS	others
COc1ccc(CCn2ccc(O)c(Cc3ccc(Cl)cc3)c2=O)cc1OC	3.7%	14%	2%	-8%	-2%
COC(=O)C(Cc1ccc(O)cc1)NC(=O)C(C)NC(=O)c1ccc(C(C)(C)C)cc1 (stereo not given)	0.5%	3%	6%	-2%	-4%
O=C(COCc1cc(-c2cccs2)on1)NC1CCCCC1	i	33%	-5%	3%	1%
COCCn1c(SCC(=O)Nc2ccc3c(c2)OCCO3)nc2c(c1=O)SC(C)C2 (stereo not given)	2.3%	-17%	8%	7%	-9%
CC(O)CCC(=O)NNC1CC(=O)N(c2ccccc2)C1=O (stereo not given)	0.1%	-14%	·	0%	3%
CCCNC(=O)c1onc(CS(=O)(=O)c2cccc(OC)c2)c1C(=O)NCCC	0.3%	-20%	4%	-35%	2%
CCOc1ccccc1NC(=O)CSc1nnc(CCC(=O)Nc2ccccc2F)n1C	1.0%	27%	16%	-3%	11%
NC(=S)N/N=C/c1ccc(-c2cccc([N+](=O)[O-])c2)o1	7.9%	-13%	-5%	-15%	?
CCC(CC)C(=O)N(CCc1ccc(OC)cc1)Cc1nc2ccccc2c(=O)[nH]1	i	17%	3%	-4%	-6%
Cc1ccc(C)c(NC(=O)CN(C)C(=O)CSC(C)C(=O)Nc2cc(C)on2)c1 (stereo not given)	1.1%	4%	3%	-7%	8%
O=C(NC(=S)Nc1ccccc1)c1ccc(-c2ccccc2)cc1	0.8%	?	-8%	-4%	12%
O=S(=O)(c1ccc(Br)cc1)N1CCCC1	0.7%	3%	-9%	-1%	7%
CCN(CC)S(=O)(=O)c1ccc(NC(=O)CSc2nnc(-c3cccc(OC)c3)n2C)cc1	2.6%	20%	4%	-1%	2%
O=C(NCC(=O)N(CCN1CCOCC1)C(C(=O)NC1CCCC1)c1cccnc1)c1cccs1 (stereo not given)	1.1%	-17%	2%	-6%	-8%
